# KOR beta-arrestin-1: KOR agonists, beta-arrestin recruitment, primary screen, cell-based, luminescence, uHTS (AID 1777); KOR beta-arrestin recruitment, luminescence; higher % means a stronger effect; activation, % at 10 µM, or EC50 in µM where a hit was titrated; 0.02% of 280,000 active; in the data active = activation above about 50%, passing the limit was not always enough; also: a part of the inactive calls stands beside numbers as strong as those of hits
# NOD2 inhibition: inhibition of NOD2-driven NF-kB reporter – cell-based, luminescence, uHTS, HEK293 (AID 1566) | 0.63% of 290,000 active | HEK293 NOD2/NF-kB luciferase reporter, luminescence; higher % means a stronger effect | one-dose inhibition, % at 4 µM; EC50 in µM for titrated hits; also: many of its hits are not listed in these tables
# KOR beta-arrestin-2: KOR antagonists, beta-arrestin recruitment, cell-based, luminescence, uHTS (AID 1778). 0.091% of 290,000 active. one-dose inhibition, % at 10 µM; IC50 in µM for titrated hits. KOR beta-arrestin recruitment, luminescence, antagonist mode; higher % means a stronger effect; also: strong numbers were not always called active
# West Nile antiviral: inhibition of WNV-induced cytopathic effect – cell-based, CPE readout (AID 1621). one-dose CPE inhibition, % at 10 µM; IC50 in µM for titrated hits. West Nile virus-infected cells, CPE inhibition; higher % means a stronger effect. 0.02% of 290,000 active; in the data active = a potency from the dose series; inconclusive = CPE inhibition mostly from about 3.7% at the one dose, without a potency; inactive = the rest, 99 in 100 with CPE inhibition below about 2.2%; also: strong numbers were not always called active
# HIV peptide binding: inhibitors of HIV fusion peptide binding, primary screen, biochemical, uHTS, fluorescence dequenching (AID 1986) | cell-free peptide binding, fluorescence dequenching, 30 min; higher % means a stronger effect | inhibition, % at 20 µM, or IC50 in µM where a hit was titrated | 0.3% of 290,000 active; in the data active = inhibition mostly above about 52%, no sharp cut-off; inactive = mostly below about 76%; also: some results filed as inactive read as strong as hits
# AID2073: disruptors of CaV2.2 binding to Mint1 – biochemical, HTRF (AID 2073); HTRF protein-protein interaction, Mint1-CaV2.2; higher % means a stronger effect; inhibition, % at 20 µM; hits with a dose series show IC50 in µM; 0.19% of 290,000 active; in the data active = inhibition mostly above about 51%, no sharp cut-off; inconclusive = no clear call, values can overlap the other calls; inactive = mostly below about 53%; also: some results filed as inactive read as strong as hits
# Yfh1-off respiration: mitochondrial function rescue without frataxin homolog – Friedreich's ataxia, plus single-dose screen, dose response (AID 1465); 0.074% of 220,000 active; one-dose fold induction at 50 µM; EC50 in µM for titrated hits; S. cerevisiae Yfh1-off respiration, WST-1 reduction, 72 h; higher fold induction means a stronger effect;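 active = fold induction of absorbance versus untreated yeast above a set limit, then at least 30% activation at any dose in follow-up; inconclusive = repeats straddling the limit, or above it without dose testing; inactive = fold induction below the set limit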;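 also: activators that raise dye reduction in frataxin-depleted yeast; strong numbers were not always called active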
# NOD1 inhibition: inhibition of NOD1-driven NF-kB reporter – cell-based, luminescence, uHTS, primary screen (AID 1578); NOD1-driven NF-kB luciferase reporter cells, luminescence; higher % means a stronger effect; one-dose inhibition, % at 4 µM; EC50 in µM for titrated hits; 1% of 290,000 active; in the data active = inhibition mostly above about 36%, no sharp cut-off; inactive = mostly below about 34%;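 also: HEK-293T reporter cells stimulated with the NOD1 agonist gamma-tri-DAP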
# NS5 inhibitors: flavivirus cap methylation enzyme inhibition – biochemical, confirmation dose response, primary screen (AID 588689); Dengue-2 NS5 methyltransferase capping enzyme assay, biochemical; higher % means a stronger effect; inhibition, % at 25 µM; hits with a dose series show IC50 in µM; 0.3% of 340,000 active; in the data active = a potency from the dose series; inconclusive = inhibition above about 29% without an active follow-up result
# NS5 inhibitors pilot replicate: second read-out of NS5 inhibitors, no call of its own (marks repeat the call); inhibition, %; measured here: pilot screen replicate inhibition
# * = called active by the depositor; i = inactive; ? = inconclusive; nt = no result given; [ ] = dose if it differs, or a comment. Rule as the data show it, unless noted: active = inhibition above about 50%; inactive = the rest. Not all compounds are listed. The share of hits here may be higher or lower than overall.
SMILES,KOR beta-arrestin-1,NOD2 inhibition,KOR beta-arrestin-2,West Nile antiviral,HIV peptide binding,AID2073,Yfh1-off respiration,NOD1 inhibition,NS5 inhibitors,others
CCOC(=O)c1cc(-c2nnc(-c3ccc(Cl)cc3)o2)c(C)nc1C,-9.2%,6%,12%,0.1%,-0.8%,0%,i,22%,-1%,
CN1CCN(C(=O)c2cccn(Cc3c(Cl)cccc3Cl)c2=O)CC1,-0.2%,-4%,-22%,-0.3%,2.7%,2%,nt,5%,0%,
C=CCn1c(C)cc(/C([O-])=C(/C(=S)Nc2ccc(OC(F)F)cc2)[n+]2ccc(N(C)C)cc2)c1C,0.8%,-3%,-11%,-0.2%,0.7%,-10%,i,-44%,-5%,
CC/C(C)=N\Nc1nc(-c2cc3cc(OC)ccc3oc2=O)cs1,7.8%,-127%,12%,-0.7%,11%,26%,i,-10%,-2%,
COc1ccccc1CNS(=O)(=O)N(C)C,-2.5%,-11%,-40%[20 µM],1.3%,-1.4%,-15%,i,-21%,-14%,
COc1ccc(CCNC(=O)Cc2cc(=O)[nH]c(=O)[nH]2)cc1OC,-1.6%,6%,-15%,-0.1%,-5.0%,-7%,i,16%,-4%,
O=S(=O)(Nc1ccc(-c2cn3ccccc3n2)cc1)c1ccccc1,1.2%,-11%,4%,0.1%,-0.9%,-4%,i,4%,-6%,
COc1cc(/C=C2\C(=O)N(c3ccc(NC(C)=O)cc3)N=C2c2ccccc2)ccc1O,-3.9%,15%,3%,0.7%,55%,-9%,i,-33%,34%,
CSCC[C@H](NS(=O)(=O)c1ccc(C(C)=O)cc1)c1nnc2ccccn12,1.6%,12%,-7%,0.7%,2.4%,15%,nt,-23%,-7%,
CN(C)C=Nc1c(C(=O)c2ccccc2)sc2nccc(N(C)C)c12,-0.1%,1%,24%,-0.5%,1.5%,-12%,i,-38%,-7%,
Nc1nonc1-n1nnc(C(=O)N/N=C/c2cc(Br)ccc2O)c1CNc1ccccc1,2.7%,nt,-42%,?,14%,9%,nt,nt,-15%,
c1ccc(SCc2cc(-c3ccccc3)no2)cc1,-2.2%,-66%,-20%,-0.3%,-0.9%,-8%,i,-60%,-9%,
COc1ccc(NS(=O)(=O)c2cccc(C(=O)NNC(=O)NCCCl)c2)cc1,-2.4%,18%,4%,0.1%,-2.6%,-8%,i,14%,-5%,
O=C1COc2ccccc2N1Cc1ccc(Cl)cc1,6.0%,2%,4%,-0.5%,-1.6%,17%,nt,-6%,-1%,
COc1cccc(-n2c(CNC(=O)OC(C)(C)C)n[nH]c2=S)c1,-2.4%,1%,-21%,0.0%,0.5%,4%,i,-9%,4%,
O=C(Cn1cc(C(F)(F)F)ccc1=O)N/N=C/c1ccccc1O,nt,18%,19%,-0.5%,-1.8%,34%,i,-6%,-6%,
Cc1nn(CC(=O)NC2C(=O)N3C(C(=O)O)=C(CSc4nnnn4C)CSC23)cc1Br (configuration not stated),14%,19%,-3%,0.2%,17%,12%,i,-8%,-4%,
CCCCCc1nc2c(C#N)c(-c3ccc(Cl)cc3)ccn2n1,2.1%,-14%,-4%,-0.4%,0.5%,-1%,i,-2%,-9%,
COc1ccc(C(=O)N2c3ccccc3C=CC2C#N)cc1 (configuration not stated),2.7%,7%,18%,-0.1%,-1.2%,2%,i,-13%,4%,
Cn1ccnc1CN1CCCCC1C(=O)Nc1ccc(Oc2cccnc2)cc1 (configuration not stated),2.6%,-9%,-6%,?,0.5%,12%,nt,-17%,-6%,
CCOC(=O)Cc1n[nH]c(=O)c2ccccc12,-5.4%,8%,10%,0.2%,-0.5%,29%,i,-12%,-1%,
CCOc1ccccc1NC1=NC2CS(=O)(=O)CC2S1 (configuration not stated),-6.2%,-8%,43%,0.5%,-1.3%,4%,i,-3%,-1%,
Cc1ccccc1OCc1nnc(SCC(=O)Nc2ccc3c(c2)oc2ccccc23)n1C,11%,0%,-62%,0.1%,-0.1%,33%,i,-27%,-1%,
O=C(Nc1ccc2c(c1)OCO2)O[C@@H]1C[C@H]2CCC(=O)N3CC[C@@H](C1)[C@@H]23,1.5%,1%,6%[20 µM],-0.6%,-1.9%,5%,nt,2%,0%,

# Among those listed so far, 2 contain bromine:
SMILES,KOR beta-arrestin-1,NOD2 inhibition,KOR beta-arrestin-2,West Nile antiviral,HIV peptide binding,AID2073,Yfh1-off respiration,NOD1 inhibition,NS5 inhibitors,others
Nc1nonc1-n1nnc(C(=O)N/N=C/c2cc(Br)ccc2O)c1CNc1ccccc1,2.7%,nt,-42%,?,14%,9%,nt,nt,-15%,
Cc1nn(CC(=O)NC2C(=O)N3C(C(=O)O)=C(CSc4nnnn4C)CSC23)cc1Br (configuration not stated),14%,19%,-3%,0.2%,17%,12%,i,-8%,-4%,

# (cont.)
SMILES,KOR beta-arrestin-1,NOD2 inhibition,KOR beta-arrestin-2,West Nile antiviral,HIV peptide binding,AID2073,Yfh1-off respiration,NOD1 inhibition,NS5 inhibitors,others
O=C(CSc1cccs1)NCCc1ccccc1,1.8%,11%,nt,0.1%,0.6%,-4%,i,-9%,-1%,
O=C(OCc1ccc([N+](=O)[O-])cc1)C1CCN(S(=O)(=O)c2ccccc2)CC1,-0.7%,11%,12%,-0.5%,0.8%,-4%,i,-10%,3%,
CC1(C)Cn2c(nnc2-c2ccccc2)S1,5.5%,2%,-63%,0.0%,0.6%,-6%,i,0%,0%,
COc1ccc(C(=O)N/N=C/c2cn[nH]c2-c2ccc(OC)cc2OC)cc1,-1.3%,-5%,24%,0.1%,-1.8%,20%,i,-41%,2%,
COCCSc1ccccc1C(=O)NCC1CCCO1 (configuration not stated),5.5%,2%,12%,-0.4%,0.0%,-16%,i,-13%,-1%,
CN1CCc2nc(NC(=O)c3cccc(OC(F)F)c3)sc2C1,6.1%,-26%,-50%,0.1%,7.4%,4%,i,-35%,-9%,
CC/C(=N\NC(=O)c1csc(C)c1C)c1cccs1,-0.4%,-109%,-1%,0.1%,-2.8%,7%,i,-61%,-2%,
CC(=O)Nc1ccc(NC(=O)COc2cc(C)cc3oc(=O)cc(C)c23)cc1,-1.7%,10%,11%,-0.5%,0.0%,11%,nt,-6%,-4%,
COC(=O)[C@@]1(Cc2ccc(OC)cc2)[C@H]2c3cc(C(=O)N4CCCC4)n(CCn4cc([N+](=O)[O-])nc4C)c3C[C@H]2CN1C(=O)c1ccccc1,1.7%,-4%,-3%,-1.1%,3.0%,2%,i,-13%,-4%,
COc1ccc(S(=O)(=O)N(C)c2ccc(C(=O)NCc3ccccn3)cc2)cc1,2.6%,14%,8%,-0.2%,0.8%,-12%,nt,-32%,3%,
CCCC(=O)N1c2ccccc2C(N(C(C)=O)c2ccccc2)CC1C (configuration not stated),2.5%,13%,-19%,-0.7%,-2.2%,2%,i,6%,5%,
Cc1cc(=O)oc2cc3oc(=O)cc(C)c3cc12,1.6%,0%,-15%[20 µM],-0.1%,1.8%,4%,nt,-12%,-1%,NS5 inhibitors pilot replicate=-4.3
COc1ccc(CCn2c(=O)[nH]c3cc(C(=O)NCCc4ccccc4)ccc3c2=O)cc1OC,0.2%,-6%,-17%,0.3%,0.1%,9%,i,-26%,nt,
CCOC(=O)N1CCN(C(=S)NC(=O)c2nn(C)cc2Br)CC1,1.0%,3%,12%[20 µM],0.3%,0.5%,-6%,i,-21%,-5%,
COc1ccc2[nH]c(=O)c(CN(CC3CCCO3)C(=O)Nc3ccc(F)cc3)cc2c1 (configuration not stated),-1.3%,9%,-20%,0.8%,-0.7%,2%,i,22%,4%,
CCOC(=O)c1cccc(NS(=O)(=O)c2c(C(=O)N3CCCCCC3)c(C)n(C)c2C)c1,2.3%,6%,-8%,0.0%,-0.3%,-3%,nt,-1%,-5%,
COC(=O)c1[nH]c2ccc(Br)cc2c1NC(=O)C(C)N1CCN(C2CCCCC2)CC1 (configuration not stated),14%,-4%,17%,-0.9%,-1.0%,-8%,i,-112%,-2%,
O=C(CCCCCN1C(=O)c2ccccc2C1=O)Nc1nccs1,-1.1%,24%,-2%,-0.6%,-1.9%,-6%,i,7%,11%,NS5 inhibitors pilot replicate=2.4
COCCN(C(=O)CSc1nc2ccccc2c(=O)n1CC(C)C)c1c(N)n(Cc2ccccc2)c(=O)[nH]c1=O,11%,8%,-17%,-0.1%,-1.1%,-11%,i,-13%,6%,
O=C(Cn1nnc(-c2ccccc2F)n1)OCC(=O)c1ccccc1,-0.9%,4%,0%,0.7%,1.1%,-10%,i,-8%,-4%,
O=C(Nc1ccccc1Cl)c1cc(S(=O)(=O)N2CCCC(C(=O)O)C2)ccc1F (configuration not stated),8.1%,8%,-29%,0.2%,0.4%,-1%,i,1%,1%,
Cc1onc(C(=O)N2CCOCC2)c1[N+](=O)[O-],-1.5%,10%,-12%,0.4%,-0.4%,-5%,i,-11%,-4%,
Cn1c(=O)c(=O)n(C)c2cc(N3CCOCC3)c(NS(=O)(=O)c3ccc(F)c(Cl)c3)cc21,-0.1%,-6%,-28%,-0.4%,-2.6%,39%,nt,-8%,-3%,
CN(C)c1ccc(C(CNS(=O)(=O)c2ccc(F)c(F)c2)c2c[nH]c3ccccc23)cc1 (configuration not stated),9.0%,-4%,-9%,-0.9%,0.5%,8%,i,-16%,-5%,
CC(C)CNC(=O)c1c(F)c(F)c(F)c(F)c1F,-0.7%,9%,-7%[20 µM],0.4%,-2.4%,4%,i,20%,nt,
Cc1cc(NS(=O)(=O)c2ccc(NC(=O)C(C)Oc3cc(C)c(Cl)c(C)c3)cc2)no1 (configuration not stated),-2.9%,14%,20%,0.2%,41%,5%,nt,-19%,2%,
CSc1nsc(NC(=O)OCc2ccc(Cl)cc2)n1,-1.2%,26%,-78%[20 µM],-0.2%,5.1%,8%,nt,53%,-3%,NS5 inhibitors pilot replicate=-0.3
Cc1ccc(C(=O)N2CCN(c3nc4ccccc4n3C)CC2)cc1,6.5%,1%,-6%,-0.1%,-1.9%,15%,nt,9%,-2%,
CC(C)c1ccccc1-n1c(-c2cccnc2)n[nH]c1=S,0.7%,12%,-13%[20 µM],-0.2%,0.2%,32%,i,-28%,-13%,
C=CCn1c(OCc2ccccc2)n[nH]c1=S,7.0%,-2%,-39%,-0.1%,2.7%,-18%,nt,-4%,3%,
CC(C)Cc1nc2sc3c(=O)[nH]cnc3c2c2c1CCC2,1.6%,20%,-36%,0.0%,-1.0%,20%,i,-14%,-10%,
Nn1c(Cc2ccccc2F)nnc1SCC(=O)N1CC(=O)Nc2ccccc21,-3.2%,5%,34%,-0.5%,0.3%,2%,i,-40%,-6%,
O=C(NCc1cccnc1)c1cccc2c1C(=O)N(Cc1cccnc1)C2,-4.4%,21%,4%,-0.3%,-2.1%,-6%,i,-10%,-6%,
O=C1NN(c2ccccc2)C(=O)/C1=C\c1cccn1-c1ccc(Cl)c([N+](=O)[O-])c1,3.4%,25%,16%,-0.2%,-1.1%,1%,i,87%*,-1%,
Nc1nc(-c2ccco2)nn1C(=O)c1ccccc1Cl,-5.4%,15%,16%,0.3%,-1.1%,-7%,i,-22%,-1%,
COc1cccc(-c2ccnc3[nH]n(-c4ccccc4)c(=O)c23)c1,-0.7%,-35%,11%[20 µM],-1.0%,0.6%,-14%,nt,-51%,5%,NS5 inhibitors pilot replicate=-2.1

# Assay outcomes from PubChem.
